Assay outcomes from PubChem BioAssay.
ERK EGF block – blocks ERK signaling stimulated by EGF; HEK293-V1b, EGF-stimulated phospho-ERK AlphaScreen; Potency, µM (top dose mostly 11.5 µM), for inactives: at the top dose activity change, negative = inhibition, hits mostly inhibitors; 130,000 compounds, 0.41% hits; active means well fitted inhibition curve with a large enough effect; inconclusive means small, poorly fitted or top-dose-only effect, or effect the other way;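 further: plate controls were stimulated vehicle wells for no effect and unstimulated vehicle basal for full effect; nearly all actives have a fitted effect of over 55% in size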
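Cell line HEK293 (stable V1b), low serum overnight. Pretreatment: compound 30 min, 37C. EGF 25 nM, 5 min. Detection: SureFire AlphaScreen, 5 h RT. AC50 via standard Hill equation.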
Numbers without * were called inactive; ? = inconclusive; & = joins results of further samples; [ ] = another dose, or the depositor's remark. Potency means the concentration at half of the fitted maximal effect. Only part of the results is shown; the hit share may differ from the screen's.

SMILES	ERK EGF block
COc1cc(-n2c(=O)c3ccccc3n(Cc3cccc(C)c3)c2=O)cc(OC)c1OC	8.4%
Cc1ccccc1NC(=S)N(Cc1ccccn1)Cc1ccccc1Cl	-7.0%
COc1ccc(-c2csc(Nc3ccccc3)[n+]2Cc2ccccc2)cc1	?
CCc1nnc(NC(=O)C2CCN(S(=O)(=O)Cc3ccccc3)CC2)s1	-3.1%
Cc1cccc(NC(=S)NC(=O)CC2CC(C)(C)OC2=O)c1 (stereo not drawn)	1.2%
CN(C(=O)CSc1nc2cc([N+](=O)[O-])ccc2n1-c1ccc(F)cc1)C1CCS(=O)(=O)C1 (stereo not drawn)	-1.9%
COc1ccc(CC(=O)Nc2ccc(C(C)=O)cc2)cc1	0.0%
Cc1sc2ccc3sccc3c2[n+]1C	8.4%
O=C(c1ccc(N2C(=O)C3C4c5ccccc5C(c5ccccc54)C3C2=O)cc1)N1CCOCC1 (stereo not drawn)	4.8%
C(=N\N1CCN(Cc2ccccc2)CC1)/c1ccc(-c2ccccc2)cc1	?
CC1CCN(C2CCN(C(=O)c3ccccc3F)CC2)CC1	-6.8%[57.5 µM]
Cc1ccc(Nc2nnc(C)c(=O)[nH]2)cc1	9.2%
Cc1cc(C)n(C(=O)c2ccc(Cn3nc(C)c(Br)c3C)o2)n1	-5.4%
Cc1cc2cc(CNC(=O)Cc3ccc([N+](=O)[O-])cc3)ccc2n1C	-1.9%
CCCc1cc(NCCCn2ccnc2)n2nc(C)c(-c3ccccc3)c2n1	-14.1%[57.5 µM]
Cn1c2c(c(=O)n3ncnc13)CCCC2	3.9%[57.5 µM]
CC(C)(C)C(=O)NNC(=O)c1cc(C(C)(C)C)nn1Cc1ccccc1	12.2%[57.5 µM]
COc1ccc(-n2c(C)cc(C(=O)COC(=O)c3cc(NC(=O)c4cccs4)c(OC)c(OC)c3)c2C)cc1	7.6%
CC(C)[C@@H](CC(=O)N[C@@H]1CCCC[C@H]1C(=O)N[C@H](CC(=O)N[C@@H](CCC(=O)O)CC(=O)O)Cc1c[nH]c2ccccc12)NC(=O)C[C@H](Cc1c[nH]c2ccccc12)NC(=O)[C@@H]1CNCC[C@H]1N	-3.4%
Cc1cc(C)c2c(=O)n(CC(=O)Nc3cccc(Cl)c3C)sc2n1	8.6%[57.5 µM]
COc1ccc(-c2nnc(NC(=O)CSc3ccc(C)cc3)s2)cc1OC	3.7%
CNC(=O)C(=O)N/N=C/c1ccc(Br)cc1	7.8%
COc1ccc2c(c1OC)C(=O)N(c1ccc(C)cc1)C2=O	-6.5%
CC1(OC(=O)C2CCCC2)C(=O)C=C2C=C(c3ccsc3)N(Cc3ccc4c(c3)OCO4)C=C2C1=O (stereo not drawn)	-7.4%[57.5 µM]
O=C(NCc1n[nH]c(=S)n1-c1ccccc1)c1ccc(S(=O)(=O)N2CCCCC2)cc1	-2.9%
CCCCCCCc1cc2ccccc2c(=O)o1	12.4%
CCOc1ccccc1Nc1ccc(C(=O)O)cc1[N+](=O)[O-]	0.5%[57.5 µM]
O=c1cc(-c2ccccc2)oc2cc(O[C@@H]3O[C@H](CO)[C@@H](O)[C@H](O)[C@H]3O)c(O)c(O)c12	3.5%
Cc1ccc(C(=O)NC(C)c2ccc3c(c2)OCO3)s1 (stereo not drawn)	4.0%
O=C1c2cc([N+](=O)[O-])cc3cc([N+](=O)[O-])cc(c23)C(=O)N1c1ccccn1	-0.9%
COC(=O)[C@H](COC(C)(C)C)NC(=O)O[C@@H]1Cc2cc(Br)ccc2O[C@H]1c1cccc(OC)c1	-1.0%
Cc1cccc(C)c1Nc1c(-c2ccsc2)nc2ncccn12	-3.8%
OCC#Cc1ncc(C(F)(F)F)cc1Cl	2.9%
CCCN1C(=O)c2cc(C(=O)Nc3ccccc3OC)ccc2C1Nc1ccccc1OC (stereo not drawn)	7.2%[57.5 µM]
Cc1cc(C)n(-c2ccc(C(=O)OCC(=O)NC(c3ccccc3)c3ccccc3)cc2)n1	5.2%
CCNC(=O)/C(=C\C=C\c1ccccc1)NC(=O)c1ccc(Br)o1	-6.9%
COc1cccc(CN(C)C(=S)Nc2ccc(C)c(C)c2)c1	6.7%
O=C1NC(c2ccccc2)=NC1(NS(=O)(=O)c1ccc(Cl)cc1)C(F)(F)F (stereo not drawn)	10.9%
CCCCCCCCCCS(=O)(=O)N/N=C/c1ccccc1OC	3.6%
CCOC(=O)NC(NC(=S)Nc1ccc(OC)cc1)C(Cl)(Cl)Cl (stereo not drawn)	3.6%
COC(=O)c1ccccc1NC(=O)c1ccccc1SC	10.2%
Nc1nonc1C(=O)NCCNc1ccc([N+](=O)[O-])cn1	-5.5%
O=c1cc(/C=C/c2c(F)cccc2Cl)[nH]c2ccccc12	5.7%
COc1ccc([C@H]2C=C3CN(C(=O)OC(C)(C)C)S(=O)(=O)[C@H]3C[C@H]2OC(=O)c2ccc(C(F)(F)F)cc2)cc1	-12.2%[57.5 µM]
COc1ccc(N2C(=O)N(Cc3ccccc3F)c3ccccc3S2(=O)=O)cc1	-6.3%
CC(C)(C)c1ccc(C(=O)Nc2ccc(CN3CCS(=O)(=O)CC3)cc2)cc1	-8.8%[57.5 µM]
O=C(CN(Cc1ccccc1)S(=O)(=O)c1ccccc1)N/N=C/c1ccccc1C(=O)O	7.4%
Cc1sc(NC(=O)COc2ccccc2)c(C#N)c1-c1ccccc1	5.6%
CCOC(=O)N1CCC(NC(=O)Cn2cc3c(n2)CCC(C)C3)CC1 (stereo not drawn)	4.5%
COc1ccc(CC(=O)NC(=S)NNC(=O)COc2c(C)cccc2C)cc1	1.6%

New compounds follow
SMILES	ERK EGF block
O=C(CSc1ccsc1[N+](=O)[O-])NCc1ccco1	-4.1%
CCN1c2ccccc2N(C)C1(C)c1ccccc1 (stereo not drawn)	-11.6%
COC(=O)c1cccc(C23CC4(C2)[C@H](CN(C)[C@@H]4c2ccccc2)C3c2ccccc2)c1 (stereo partly drawn)	-15.5%
Cc1cc(NC(=O)CCC(=O)N(Cc2ccco2)C(C(=O)NC2CCCCC2)c2cccs2)no1 (stereo not drawn)	0.1%
CC1CN(C(=O)c2ccc(COc3ccccc3Br)o2)CC(C)O1 (stereo not drawn)	0.2%
CC(O/N=C\c1ccccc1O)C(=O)Nc1ccccc1C(=O)N1CCOCC1 (stereo not drawn)	34.0%
COC[C@H]1OC=C[C@@H](OC)[C@@H]1OC	-16.2%
c1cc2c3c(cccc3c1)C(N1CCOCC1)=N2	-0.1%[57.5 µM]
CC(C)C[C@@H](CC(=O)N[C@@H](CCC(=O)O)CC(=O)O)NC(=O)[C@@H]1CCCC[C@H]1NC(=O)C[C@H](CCCN)NC(=O)C[C@H](Cc1c[nH]c2ccccc12)NC(=O)[C@@H]1CNCC[C@H]1N	-15.5%
CCc1ccc(NC(=O)C(C)OC(=O)/C=C/c2cccc([N+](=O)[O-])c2)cc1 (stereo not drawn)	4.7%
COc1ccc(CN2CCNC(=O)C2CC(=O)N2CCc3ccccc3C2)c(OC)c1 (stereo not drawn)	6.0%
CCOC(=O)CCC(NC(=O)CCCCCCCC(=O)NC(CCC(=O)OCC)C(=O)OCC)C(=O)OCC (stereo not drawn)	-5.2%
CC(C)(C)NC(=O)CSc1nnc(Cc2ccccc2)n1CC1CCCO1 (stereo not drawn)	-3.6%
COc1ccc(NC(=O)N2CCN(C(=O)Nc3ccc(OC)cc3)CC2)cc1	-17.7%[57.5 µM]
CCN(CC)CCCC(C)NC(=O)c1cc(=O)c2ccccc2o1 (stereo not drawn)	-3.1%
CCNC(=O)COC(=O)c1cc(S(=O)(=O)N2CCCc3ccccc32)ccc1Cl	5.6%[57.5 µM]
CCOC(=O)NC(=O)CSc1ccc2ccccc2n1	0.6%
CN(C)S(=O)(=O)c1cccc(NC(=O)CN2C(=O)C3C4C=CC(C4)C3C2=O)c1 (stereo not drawn)	2.7%
Cc1nc(-c2cccc(NC(=O)Cc3ccccc3)c2)cs1	-4.7%
CN(Cc1ccccc1)S(=O)(=O)c1ccc(N2CCOCC2)nc1	11.9%[57.5 µM]

Single entries from the results shown.
`CC1(OC(=O)C2CCCC2)C(=O)C=C2C=C(c3ccsc3)N(Cc3ccc4c(c3)OCO4)C=C2C1=O` (stereo not drawn) @ ERK EGF block = -7.4%[57.5 µM]
`COC(=O)c1ccccc1NC(=O)c1ccccc1SC` @ ERK EGF block = 10.2%
`COc1ccc(CC(=O)NC(=S)NNC(=O)COc2c(C)cccc2C)cc1` @ ERK EGF block = 1.6%

Reprinted from the listing for reference:
SMILES	ERK EGF block
COc1ccc(CN2CCNC(=O)C2CC(=O)N2CCc3ccccc3C2)c(OC)c1 (stereo not drawn)	6.0%
CCOC(=O)CCC(NC(=O)CCCCCCCC(=O)NC(CCC(=O)OCC)C(=O)OCC)C(=O)OCC (stereo not drawn)	-5.2%
CC(C)(C)NC(=O)CSc1nnc(Cc2ccccc2)n1CC1CCCO1 (stereo not drawn)	-3.6%
COc1ccc(NC(=O)N2CCN(C(=O)Nc3ccc(OC)cc3)CC2)cc1	-17.7%[57.5 µM]

More entries follow:
SMILES	ERK EGF block
O=C(COC(=O)c1cccc(F)c1)NC1CC1	-5.4%
O=C(CCCCCCN1C(=O)c2ccccc2C1=O)NC1CCCCC1	-3.0%
CC1CCc2nc(NC(=O)c3cc(C(C)(C)C)nn3C)sc2C1 (stereo not drawn)	-2.7%[57.5 µM]
Cn1c(SCC(=O)N2CCN(C(=O)c3ccco3)CC2)nnc1-c1ccc(NS(C)(=O)=O)cc1	6.1%
CCOC(=O)c1nc(NCc2cccc(OC)c2)c2ccccc2n1	-1.0%
Clc1ccc(/C=C/c2ncc3ccccn23)cc1	-3.0%
O=C(COC(=O)c1ccc(S(=O)(=O)N2CCCC2)cc1)Nc1ccc(F)cc1F	-11.0%
CCOC(=O)c1csc(N)c1-c1ccc([N+](=O)[O-])cc1	4.6%[57.5 µM]
Fc1cccc(Cc2noc(CN3CCCCC3CCc3ccccn3)n2)c1 (stereo not drawn)	7.4%
COc1ccc(CC2(CO)CCN(CC3=Cc4cc(Cl)ccc4OC3)CC2)cc1	-6.4%
CCO[C@@H]1OC(C(=O)N2CCN(Cc3ccccc3)CC2)=C[C@H](c2cn(C(C)=O)c3ccccc23)[C@H]1CCCO	5.0%[57.5 µM]
C/C(=N\NC(=S)NCc1ccccc1)c1ccc(Br)cc1	33.7%
COc1ccc(O)c(C2(O)C(=O)c3ccccc3C2=O)c1	-8.3%[57.5 µM]
O=C(c1cc2ccccc2oc1=O)N(Cc1ccc(F)cc1)C1CCS(=O)(=O)C1 (stereo not drawn)	-5.5%[57.5 µM]
CCn1cc(C(=O)O)c(=O)c2cc(F)c(N3CCN(C(=S)NC(=O)c4ccccc4F)CC3)cc21	4.8%[57.5 µM]
Cc1ccc(-n2nnnc2CN2CCCCC2)cc1	1.8%
CCC1=C(C)CN(C(=O)NCCc2ccc(S(=O)(=O)NC(=O)NC3CCC(C)CC3)cc2)C1=O (stereo not drawn)	-4.7%[25.7 µM]
CCN(CC)c1c([N+](=O)[O-])c(=O)sc2ccccc12	0.8%
COc1cccc(-c2nc(CS(=O)(=O)CC(=O)NCc3ccccc3)c(C)o2)c1	0.5%
C#CCSc1n[nH]c(-c2ccco2)n1	-3.5%[57.5 µM]
CN(C(=O)COC(=O)c1ccc(=O)n(Cc2ccccc2)n1)c1ccccc1	-5.3%
CCOc1ccc(S(=O)(=O)Nc2ccccc2C(=O)N/N=C/c2c(OC)ccc3ccccc23)cc1	-0.8%
O=C(Nc1ccccc1)C1=C[C@H](C2CC2)C[C@H](OCCCCO)O1	-14.2%[57.5 µM]
C#CCOCCOCCOCCNc1nc(N2CCN(C(=O)[C@H](CCC(=O)O)n3cc(C(N)Cc4ccc(O)cc4)nn3)CC2)nc(N2CCN(C(=O)[C@H](Cc3ccc(O)cc3)n3cc(C(N)[C@H](C)CC)nn3)CC2)n1 (stereo partly drawn)	5.8%[57.5 µM]
COc1ccc(NC(=O)c2nc[nH]c2C(=O)NCC(=O)OC(C)(C)C)cc1	-12.6%[57.5 µM]
CC1(C)CC(=O)/C(=N/Nc2ccc(Cl)cc2)CO1	2.3%[57.5 µM]
CCOc1ccc(S(=O)(=O)/N=C(/c2ccccc2)N(C)C)cc1	-3.6%
O=C(/C=C/c1cccc2ccccc12)c1ccncc1	?
COc1cc(C2c3c(-c4ccccc4O)n[nH]c3C(=O)N2Cc2ccco2)cc(OC)c1OC (stereo not drawn)	5.3%[57.5 µM]
Cc1cc(NC(=O)CSc2nnc(-c3ccncc3)n2-c2ccc(F)cc2)no1	-17.1%
COC(=O)Cc1c(O)ccn(C2CC2)c1=O	8.7%
Cc1nc([N+](=O)[O-])cn1CC(=O)NCCCO	-2.8%
Cc1ccccc1/C(N)=N/OC(=O)c1cccs1	-4.4%
COc1ccc(-c2cc3ncc(C(C)=O)c(C)n3n2)cc1	-0.8%
CSc1nn2c(C)c(C)c(C)nc2c1C#N	0.5%
Oc1ccccc1/C=N/N1CCN(c2ccccn2)CC1	-0.4%[57.5 µM]
Oc1c(C=Nc2ccc(Cl)cn2)sc2ccccc12	10.2%[57.5 µM]
COCCNC(=O)[C@H]1C[C@@H]1[C@H](NP(=O)(c1ccccc1)c1ccccc1)c1ccccc1	9.7%&12.4%
COc1ccccc1CN1CCC2(CC1)CCN(S(=O)(=O)c1ccccc1)CC2	9.9%
N#Cc1sc(C(N)=O)c(-c2ccccc2)c1-c1ccccc1	-8.0%[57.5 µM]
COc1ccccc1OCCC(=O)OCC(=O)NCc1ccccc1	-6.9%
COCCN1Cc2cccc(C(=O)NCc3ccc4c(c3)OCO4)c2C1=O	1.6%
CCn1cc(/C=C/C(=O)Nc2ccn(Cc3c(F)c(F)cc(F)c3F)n2)cn1	-11.1%
CCOC(=O)c1c(NC(=O)c2nn(C)cc2[N+](=O)[O-])sc(C)c1C	-2.1%

Ordered by the number under ERK EGF block (falling): some entries from above.
SMILES	ERK EGF block
COCCN1Cc2cccc(C(=O)NCc3ccc4c(c3)OCO4)c2C1=O	1.6%
CCOC(=O)c1c(NC(=O)c2nn(C)cc2[N+](=O)[O-])sc(C)c1C	-2.1%
COc1ccccc1OCCC(=O)OCC(=O)NCc1ccccc1	-6.9%
